Tau fibril FP: tau fibrillization inhibition (FP). P10636. K18 P301L tau heparin fibrillization, Alexa594 FP, 6 h. Potency, µM (highest dose often 57.7 µM), inactives show at the highest dose activity, negative = inhibition, most hits filed as inhibitors. 280,000 tested, 0.39% active. AID 1468; also: nearly all actives have a fitted effect of over 55% in size
Target sequence (P10636 561-689 P618L limits assumed): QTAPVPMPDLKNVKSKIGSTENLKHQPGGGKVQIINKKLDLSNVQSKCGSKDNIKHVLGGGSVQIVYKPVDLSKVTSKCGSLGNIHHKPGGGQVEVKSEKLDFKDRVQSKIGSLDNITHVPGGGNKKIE
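Human K18 P301L fragment (15 uM unlabeled plus 0.24 uM Alexa 594-labeled) in 100 mM sodium acetate pH 7 with compound, aggregation induced by 20 uM heparin for 6 hr at 37 C. ThT (30 uM) added for 1 hr, then Alexa 594 FP read.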
Tau fluor counter: counter-screen for tau fibril formation inhibitors; tau K18 P301L Alexa594 fluorescence, heparin fibrillization; Potency, µM (top dose mostly 57.7 µM), for inactives: top-dose activity change, negative = decrease; 280,000 tested, 0.93% active; AID 1463; also: nearly all actives have a fitted effect of over 55% in size
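Human tau K18 P301L (15 uM unlabeled, 0.24 uM Alexa 594-labeled) in 100 mM sodium acetate pH 7 with 20 uM heparin, 6 hr at 37 C. ThT 30 uM added, 1 hr ambient; Alexa 594 FP and total fluorescence read at 555/632 nm.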
GLA spleen mod: inhibitors or activators of human alpha-galactosidase in spleen homogenate; 240,000 tested, 0.008% active; human spleen homogenate, 4MU-alpha-Gal fluorescence, 40 min; Potency, µM (top dose mostly 80 µM), inactives show at the top dose activity change, negative = inhibition, usual class: inhibitors; P06280; AID 2107;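 also: 0% = enzyme with vehicle and -100% = no enzyme basal signal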
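qHTS titration in buffer at pH 5.0. Alpha-galactosidase activity in spleen homogenate was measured via 4-methylumbelliferone release from 1 mM fluorogenic substrate after 40 min at 37C and a pH 10 stop. AC50 came from Hill fits of control-normalized data.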
Tau ThT inhib: inhibitors of human tau fibril formation, thioflavin T binding; AID 1460; P10636; recombinant tau K18 P301L (four-repeat tau fragment), heparin-induced fibrillization, ThT fluorescence; Potency, µM (series often up to 57.4 µM), inactives show at the highest dose activity, negative = inhibition, hits mostly inhibitors; 270,000 tested, 2.1% active; also: nearly all actives have a fitted effect of over 55% in size
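Recombinant human tau K18 fragment […] carrying P301L, 15 uM unlabeled plus 0.24 uM Alexa 594-labeled, was fibrillized with 20 uM heparin in 100 mM sodium acetate pH 7 for 6 hr at 37 C; 30 uM ThT fluorescence read after 1 hr.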
TexasRed fluor: Texas Red fluorescence interference in TRb-SRC2 counter-screen; TRb/SRC2 Texas Red total fluorescence interference; Potency, µM (highest dose often 106 µM), for inactives: top-dose fluorescence change, negative = quenching; 280,000 tested, 0.29% active; active = well fitted curve in either direction with a large enough effect; inconclusive = small, poorly fitted or top-dose-only effect
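Human TRb ligand-binding domain at 0.6 uM with 20 nM Texas Red SRC2 peptide in Tris buffer containing 1 uM T3 and 5% DMSO, incubated with compound 5 h at ambient temperature. Total fluorescence (555/632 nm) calculated as parallel + 2 × perpendicular.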
ALDH1A1 inh: ALDH1A1 (human) enzyme inhibition | P00352 | AID 1030 | Purified ALDH1A1, NADH fluorescence, propionaldehyde substrate | 220,000 tested, 7.3% active | Potency, µM (titrated, usually from 75.3 µM), for inactives: at the highest dose activity, negative = inhibition, hits mostly inhibitors; active = well fitted inhibition curve with a large enough effect, not every such curve was filed as active; inconclusive = small, poorly fitted or top-dose-only effect, or another doubt; inactive = no such curve, though single readings can be large or run the other way;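 also: plate controls were no enzyme wells and a reference inhibitor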
TRb SRC2 PPI: inhibitors of human thyroid hormone receptor beta-SRC2 interaction. P10828. TRbeta-SRC2 peptide binding, fluorescence polarization; receptor liganded with 1 µM T3. Potency, µM (top dose mostly 106 µM), without a hit: at the highest dose activity change, negative = inhibition, hits mostly inhibitors. 280,000 tested, 0.065% active;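 also: plate controls were bound peptide for no effect and peptide without receptor for full effect; nearly all actives have a fitted effect of over 50% in size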
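Human TRb ligand-binding domain (0.6 uM) is mixed with 20 nM Texas Red SRC2 peptide and 1 uM T3; after compound addition and 5 hr at ambient temperature, polarization is measured and normalized to unbound and bound controls.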
L3MBTL1 inh: blocks human L3MBTL1. 230,000 tested, 0.66% active. Q9Y468. AID 485360. AlphaScreen L3MBTL1–H3K9me1 peptide binding. Potency, µM (doses to about 57.1 µM), for inactives: at the top dose activity, negative = inhibition, hits mostly inhibitors; also: nearly all actives have a fitted effect of over 60% in size
Target sequence (Q9Y468 whole entry, looked up): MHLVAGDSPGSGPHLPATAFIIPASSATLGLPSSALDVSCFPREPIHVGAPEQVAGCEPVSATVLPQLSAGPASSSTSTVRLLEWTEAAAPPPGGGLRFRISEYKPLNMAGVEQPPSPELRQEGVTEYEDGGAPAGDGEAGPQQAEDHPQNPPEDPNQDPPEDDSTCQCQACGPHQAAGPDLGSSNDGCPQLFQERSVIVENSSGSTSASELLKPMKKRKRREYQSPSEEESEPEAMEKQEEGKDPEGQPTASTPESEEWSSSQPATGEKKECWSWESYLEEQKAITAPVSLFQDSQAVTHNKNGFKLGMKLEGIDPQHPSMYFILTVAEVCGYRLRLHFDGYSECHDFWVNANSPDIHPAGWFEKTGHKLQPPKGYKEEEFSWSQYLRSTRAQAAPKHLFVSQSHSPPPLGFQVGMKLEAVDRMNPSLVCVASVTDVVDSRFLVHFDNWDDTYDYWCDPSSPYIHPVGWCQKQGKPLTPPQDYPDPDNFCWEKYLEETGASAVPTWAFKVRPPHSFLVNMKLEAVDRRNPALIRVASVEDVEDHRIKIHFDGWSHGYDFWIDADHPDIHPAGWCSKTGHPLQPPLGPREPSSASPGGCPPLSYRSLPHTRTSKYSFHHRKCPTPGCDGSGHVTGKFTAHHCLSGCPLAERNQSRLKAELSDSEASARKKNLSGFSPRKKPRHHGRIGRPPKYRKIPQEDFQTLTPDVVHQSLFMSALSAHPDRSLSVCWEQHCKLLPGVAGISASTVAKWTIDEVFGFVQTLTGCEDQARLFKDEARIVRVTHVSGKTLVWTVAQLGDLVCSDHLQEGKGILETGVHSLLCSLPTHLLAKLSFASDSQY
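AlphaScreen assay: L3MBTL1 (50 nM final) was preincubated 30 min at room temperature with biotinylated H3(1-15)K9me1 peptide (75 nM final), then 30 min with library compounds; streptavidin donor and nickel chelate acceptor beads (10 ug/mL final) added, 30 min dark.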
Numbers without * were called inactive; ? = inconclusive; / = not tested or not shown; [ ] = dose if it differs, or a comment. Unless noted, calls follow the shape of the dose curve; as a rule, active = well fitted curve in the direction sought with a large enough effect; inconclusive = small, poorly fitted or top-dose-only effect, or another doubt; inactive = no such curve, though single readings can be large; an effect the other way counts as inactive or inconclusive. Unless noted, % is scaled to controls: 0 for no effect and ±100 for the full control effect; potency is read from the fitted curve at half-maximal effect.

SMILES	Tau fibril FP	Tau fluor counter	GLA spleen mod	Tau ThT inhib	TexasRed fluor	ALDH1A1 inh	TRb SRC2 PPI	L3MBTL1 inh
COc1cc(-c2noc(CCCC(=O)Nc3cccnc3)n2)cc(OC)c1OC	-1%	-13%	4%	-11%	-3%	/	-2%	1%
O=C(Cc1cccs1)Nc1nnc(-c2ccc(F)cc2)s1	-4%	2%	-2%	-5%	-1%	5%	-1%	6%
COc1ccc(-c2[nH]ncc2C(=O)NCc2ccccc2OC)cc1	6%	-7%	/	-3%	5%	/	2%	/
O=C(COC(=O)C12CC3CC(CC(C3)C1)C2)Nc1ccc([N+](=O)[O-])cc1Cl	1%	-20%	11%	?	2%	?	-1%	-14%
CN1C(=O)Cc2cc(S(=O)(=O)NCCc3ccccc3)ccc21	-7%	-5%	/	-4%	-3%	/	-2%	/
Cc1cc(C)nc(NC(=O)c2ccc(C)c([N+](=O)[O-])c2)n1	0%	-1%	6%	-14%	0%	6%	2%	21%
COc1cccc(/C=N/n2c(-c3cc(C)[nH]n3)n[nH]c2=S)c1	3%	-14%	4%	-14%	-2%	/	1%	3%
O=C(c1ccc(Cn2c(=S)[nH]c3ccc(N4CCOCC4)cc3c2=O)cc1)N1CCC(N2CCCCC2)CC1	7%	-13%	-2%	?	-21%	?	0%	-12%
COc1ccc(/C=N/NC(=O)c2sc(C)nc2C)cc1	-1%	2%	0%	-17%	-3%	-15%	3%	-5%
Cc1cc(C)cc(NC(=O)c2ccc3c(c2)nnn3C2CCCC2)c1	-13%	-15%	/	-6%	0%	/	4%	/
CS(=O)(=O)N(CC(=O)N1CCCCC1)C1CCCCC1	-7%	-3%	1%	-4%	1%	1%	1%	0%
COc1ccc(/C(O)=C2/C(=O)C(=O)N(CCCC(=O)O)C2c2ccc(OC)cc2)cc1 (stereo unspecified)	-12%	-9%	-8%	-10%	-3%	-5%	-2%	0%
Cc1ccc(NC(=O)CN(C)S(=O)(=O)c2ccc(Br)s2)cc1F	?	-29%	-5%	2%	-1%	?	-4%	12%
CCOC(=O)C1CSC2(CCC(c3ccccc3)CC2)N1 (stereo unspecified)	-4%	-6%	-3%	?	-1%	?	4%	22%
CCOC(=O)C1CCN(C(=O)CCc2ccccc2)CC1	11%	14%	-4%	6%	-6%	-8%	-2%	6%[11.4 µM]
NC(=O)C1CCN(CCC(=O)Nc2cccc(Cl)c2)CC1	1%	3%	-2%	-2%	-2%	30%[activator]	-8%	5%
CN(C)c1ccc(N=Nc2ccccc2C(=O)OCC(=O)NCC2CCCCC2)cc1	?	14%	-3%	1.8µM*	-2%[53 µM]	-12%	0%[53 µM]	11µM*
CN1CCN(C(c2cccs2)c2nnnn2Cc2ccc(F)cc2)CC1 (stereo unspecified)	8%	8%	14%	7%	-4%[53 µM]	?	4%[53 µM]	-13%
CCc1nnc(NC(=O)CCC(=O)NC2CCCCC2)s1	-4%	1%	-5%	2%	1%	-11%	6%	-4%
CC1(C)CC(=O)C(=Cc2cn(CCC#N)nc2-c2ccc(Cl)cc2)C(=O)C1	-12%	6%	-4%	?	-2%	-6%	-6%	7%
COc1ccc(NC(=O)c2sc3nc4n(c(=O)c3c2C)CCC4)cc1Cl	-14%	-18%	/	?	2%	/	-8%	/
CC(=O)Nc1cccc(Oc2ncnc3scc(-c4ccc(C(C)C)cc4)c23)c1	?	?	-9%	-9%	-1%	?	0%	-6%
CC(=O)[C@@H]1[C@@H](C)N(Cc2ccccc2)C(=O)N[C@H]1c1ccccc1	-10%[11.6 µM]	-10%[11.6 µM]	-2%[17.5 µM]	-9%[11.5 µM]	-1%[11.2 µM]	0%[13.5 µM]	5%[11.2 µM]	/
CC(=O)c1ccc[nH]1	-17%	-17%	4%	-7%	-14%	1%	1%	/
O=C(CSc1nc2ccccc2c(=O)n1Cc1ccco1)N1CCCCCC1	1%	-7%	0%	-8%	1%	?	-2%	-13%
O=S(=O)(NCc1ccc(Cl)cc1)c1ccc(N2CCCCS2(=O)=O)cc1	-3%	-12%	/	7%	1%	/	-10%	/
O=S(=O)(Cc1cc(-c2ccccc2Cl)no1)c1ccccc1	3%	?	-9%	?	-2%	3%	6%	9%
C#CCOCCOCCOCCNc1nc(N2CCN(C(=O)[C@H]([C@@H](C)CC)n3cc(CCCN=C(N)N)nn3)CC2)nc(N2CCN(C(=O)[C@H](C)n3cc(CCCN=C(N)N)nn3)CC2)n1	5%	-2%	1%	4%	1%	-5%	1%	-3%
CC(=O)c1ccc(N2CCN(S(=O)(=O)c3ccc4[nH]c5c(c4c3)CCCC5)CC2)cc1	11%	?	/	8%	-18%	/	3%	/
CC(=O)Nc1ccc(-c2cc(-c3ccc(NC(C)=O)cc3)nc(-c3ccc(NC(C)=O)cc3)n2)cc1	?	1%	9%	4%	1%	?	15%	4%
CC(/C=C1\SC(=S)N(NS(=O)(=O)c2ccc(C)cc2)C1=O)=C\c1ccccc1	?	-15%	7%	11µM*	2%	/	3%	-16%
COc1ccc(OC)c(-c2csc(NC(=O)C3COc4ccccc4O3)n2)c1 (stereo unspecified)	3%	-26%	0%	-15%	-4%	7%	-1%	-22%
CCCCCC(=O)N/N=C/c1ccc([N+](=O)[O-])o1	-6%	-16%	7%	?	2%	/	-8%	/
COc1ccc(NS(=O)(=O)c2ccc3c(c2)oc(=O)n3C)cc1Cl	-19%	-24%	/	1%	-1%	/	1%	/
O=c1[nH][nH]cc1C=Nc1ccc(Oc2ccccc2)cc1	-8%	-11%	-1%	-4%	-2%	-11%	-4%	-12%
Cc1ccc(-c2ccc(SCC(=O)N3CCCc4ccccc43)nn2)cc1	0%	-21%	5%	?	1%	?	6%	-10%
Cc1ccc(C2=NNC(c3ccc(Cl)cc3)=Nc3ccccc32)o1	-1%	-13%	-15%	-6%	-2%	-8%	-1%	-19%
Cc1ccc2[nH]c(=O)c(CN(Cc3ccco3)S(=O)(=O)c3c(C)ccc4nsnc34)cc2c1	-11%	-16%	-4%	?	-1%	?	-1%	/
CC(=O)Nc1ccc2c(CSc3nnc(N)s3)cc(=O)oc2c1	2%	-1%	14%	-1%	-4%	/	-7%	-1%
O=C1C2CC=CCC2C(=O)N1c1ccc(NCCc2ccc(O)cc2)c([N+](=O)[O-])c1 (stereo unspecified)	?	?	10%	?	-5%	?	2%	-13%

Three entries from above, with two lines to a compound:
Second line of a record – Tau fibril FP | Tau fluor counter | GLA spleen mod | Tau ThT inhib | TexasRed fluor | ALDH1A1 inh | TRb SRC2 PPI | L3MBTL1 inh
- COc1ccc(NC(=O)c2sc3nc4n(c(=O)c3c2C)CCC4)cc1Cl
    -14% | -18% | / | ? | 2% | / | -8% | /
- O=C1C2CC=CCC2C(=O)N1c1ccc(NCCc2ccc(O)cc2)c([N+](=O)[O-])c1 (stereo unspecified)
    ? | ? | 10% | ? | -5% | ? | 2% | -13%
- COc1ccc(/C(O)=C2/C(=O)C(=O)N(CCCC(=O)O)C2c2ccc(OC)cc2)cc1 (stereo unspecified)
    -12% | -9% | -8% | -10% | -3% | -5% | -2% | 0%

Copied from above for reference:
SMILES	Tau fibril FP	Tau fluor counter	GLA spleen mod	Tau ThT inhib	TexasRed fluor	ALDH1A1 inh	TRb SRC2 PPI	L3MBTL1 inh
Cc1ccc(-c2ccc(SCC(=O)N3CCCc4ccccc43)nn2)cc1	0%	-21%	5%	?	1%	?	6%	-10%
Cc1ccc(C2=NNC(c3ccc(Cl)cc3)=Nc3ccccc32)o1	-1%	-13%	-15%	-6%	-2%	-8%	-1%	-19%
Cc1ccc2[nH]c(=O)c(CN(Cc3ccco3)S(=O)(=O)c3c(C)ccc4nsnc34)cc2c1	-11%	-16%	-4%	?	-1%	?	-1%	/
CC(=O)Nc1ccc2c(CSc3nnc(N)s3)cc(=O)oc2c1	2%	-1%	14%	-1%	-4%	/	-7%	-1%
O=C1C2CC=CCC2C(=O)N1c1ccc(NCCc2ccc(O)cc2)c([N+](=O)[O-])c1 (stereo unspecified)	?	?	10%	?	-5%	?	2%	-13%

The list continues:
SMILES	Tau fibril FP	Tau fluor counter	GLA spleen mod	Tau ThT inhib	TexasRed fluor	ALDH1A1 inh	TRb SRC2 PPI	L3MBTL1 inh
Cc1ccccc1NS(=O)(=O)c1ccc2[nH]cc(C(=O)N(C)Cc3ccco3)c(=O)c2c1	-4%	-11%	-6%	-4%	0%	?	6%	?
O=C(Nc1ccc2oc(-c3ccccc3F)nc2c1)c1cncc(Br)c1	-11%	-8%	-20%	?	-3%	-6%	3%	-2%
Cn1c(SCc2ccc(Cl)cc2Cl)nc(C(F)(F)F)cc1=O	-5%	0%	5%	12%	-4%	4%	-5%	46%[activator]
O=C(CNC(=O)c1ccncc1)N/N=C/c1ccccc1[N+](=O)[O-]	3%	0%	-2%	4%	-2%	4%	2%	/
COc1ccc(CCNC(=O)COC(=O)/C=C/c2cc(OC)c(OC)c(OC)c2)cc1OC	-3%	2%	-6%	-6%	-2%	?	1%	4%
COc1ccc(S(=O)(=O)N(C)CC(=O)NCCC2=CCCCC2)cc1C	2%	-15%	7%	-18%	-6%	-14%	-3%	/
Cc1cc(C)nc(NNC2=CC(=[N+]3CCCCC3)CC(C)(C)C2)n1	1%	2%	-4%	-4%	1%	4%	-4%	/
O=[N+]([O-])c1cc(/C=N/Nc2nc(N3CCOCC3)nc(N3CCOCC3)n2)ccc1Cl	-3%	-2%	3%	-12%	2%	2%	-1%	2%
Cc1cc(C)cc(NC(=O)CN(C)S(=O)(=O)c2cccc3nsnc23)c1	-1%	-20%	4%	-11%	0%	1%	-1%	1%
CCN1c2ccccc2-c2nc(SCC(=O)Nc3cc(OC)cc(OC)c3)ncc2S1(=O)=O	?	3%	/	7%	0%	/	-8%	/
CCN(c1ccc(N=Cc2c(O)n(Cc3ccc(OC)cc3)c(=O)c3ccccc23)cc1)C(C)C	4%	-24%	-2%	-1%	-4%	-7%	-4%	?
O=C(NCCc1ccc(S(=O)(=O)N2CCCC2)cc1)c1cccs1	-5%	2%	-3%	6%	-4%	?	-1%	9%

Screens as filed in PubChem.
